AmpC inh det = blocks E. coli AmpC beta-lactamase in presence of detergent; purified AmpC, nitrocefin hydrolysis with detergent; Potency, µM (series often up to 28.7 µM), inactives show at the highest dose activity change, negative = inhibition; hit rate 0.09% among 71,000; AID 584; active means well fitted curve in the direction sought with a large enough effect
Target sequence (P00811 whole entry, looked up): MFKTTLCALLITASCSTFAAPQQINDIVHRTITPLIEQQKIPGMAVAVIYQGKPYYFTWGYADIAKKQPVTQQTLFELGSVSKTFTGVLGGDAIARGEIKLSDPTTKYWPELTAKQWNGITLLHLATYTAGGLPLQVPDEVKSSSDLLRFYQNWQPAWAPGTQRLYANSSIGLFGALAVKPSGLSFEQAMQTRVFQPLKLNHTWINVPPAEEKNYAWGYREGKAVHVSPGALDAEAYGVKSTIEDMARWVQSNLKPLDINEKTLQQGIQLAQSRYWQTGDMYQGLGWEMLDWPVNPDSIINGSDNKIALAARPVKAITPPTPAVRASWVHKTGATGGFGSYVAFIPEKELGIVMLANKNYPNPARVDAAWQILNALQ
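E. coli AmpC (5.3 nM) in 20 mM phosphate pH 7.0 with 0.01% Triton X-100, preincubated 15 min RT with compound; nitrocefin (2 uL of 800 uM stock) hydrolysis followed by 480 nm absorbance every 20 s over 4 min.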
Starred values were filed as active, the others as inactive; & = joins results of further samples; [ ] = remark or other dose. On the % scale 0 is the no-effect control and ±100 the full control effect; potency means the concentration at half of the fitted maximal effect. This is a subset; the hit share may differ from the screen's.

SMILES	AmpC inh det
O=C(c1ccccc1)C(Sc1ncn[nH]1)c1ccccc1 (stereo not given)	0%
N=c1c(C(=O)NCc2ccco2)cc2c(=O)n3ccccc3nc2n1CCc1ccccc1	8%
CCn1c(=O)n(CC)c2cc(S(=O)(=O)N3CCC(c4ccccc4)CC3)ccc21	-2%
CCOC(=O)N1CCN(Cc2cn3ccccc3n2)CC1	23%
COc1ccc(C(C)(C)C)cc1NC(=O)COC(=O)c1cnc(C)cn1	-1%
CC(=O)O[C@]1(C(C)=O)CC[C@@H]2[C@@H]3C=C(C)C4=CC(=O)CC[C@@]4(C)[C@H]3CC[C@]21C	19%[12.8 µM]
O=C(C[C@@H]1C=Cc2ccccc2N1C(=O)c1ccccc1)c1ccccc1	-2%[5.75 µM]
O=S(=O)(c1cccs1)N1CCN(C/C=C/c2ccccc2)CC1	11%
CC1Cc2ccccc2N1C(=O)CSc1nnc(CSc2ncccn2)n1C (stereo not given)	-1%
CCOC(=O)c1csc(NC(=O)CSc2nnc(C3CC3)n2C)n1	2%
CCOC(=O)c1cccc(NC(=O)Cn2c(CC(=O)NC)nc3ccccc32)c1	-1%
CCCCNC(=O)C1CCN(S(=O)(=O)c2cnc[nH]2)CC1	-2%
CC(=O)c1ccc(N(C)C)c2c(N(C)C)cccc12	-4%
Cc1noc(C)c1-c1nccc(NC2CC2)n1	6%
CCN(CC)CC(=O)Nc1ccc2c(c1)Nc1ccccc1CC2	-2%
CC(C)C(=O)C(C)(C)CCc1ccccn1	-2%[5.75 µM]
O=C1Nc2cc(Cl)c(Cl)cc2N2CCNC[C@H]12	10%
CCOC(=O)C1CCCN(C(=O)c2ccc3c(=O)n(CCOC)c(=S)[nH]c3c2)C1 (stereo not given)	13%
Cc1[nH]c(=O)[nH]c(=O)c1S(=O)(=O)N1CCCC(C(=O)N2CCC(Cc3ccccc3)CC2)C1 (stereo not given)	5%
CC(C)n1c(C(=O)OCC(=O)NCc2ccc3c(c2)OCO3)cc2occc21	-1%
N#Cc1c(-c2ccco2)nc(SCc2ccc(F)cc2)[nH]c1=O	-8%
O=C(O)C1=CCNCC1	1%&-3%
O=C(O)CN1CCN(CC(=O)O)CC(=O)[O][Hg][O]C(=O)C1	-3%[5.75 µM]
CCOC(=O)N1CCC(NC(=O)c2cc(S(=O)(=O)N3CCOCC3)ccc2F)CC1	0%
Cn1c(SCc2nc3ccccc3n2CCO)nc2ccccc21	9%
COc1ccc(NC(=O)CN2CCC3(O)CCCCC3C2c2ccccc2OC)cc1 (stereo not given)	0%
CCCN1C(=O)c2ccccc2NC1c1ccc(OC)cc1O (stereo not given)	-5%
N#CC1=C2SCN(c3ccc(F)cc3)CN2C(=O)CC1c1cccc(F)c1 (stereo not given)	9%
CCOc1ccc2cc(C#N)c(SCC(=O)NC(C)CC)nc2c1 (stereo not given)	-1%
Fc1ccccc1CSc1nnc(-c2cnccn2)n1Cc1ccco1	-7%
CC(C)(C)c1cnnn1-c1ccc(NC(=O)c2ccc(Br)o2)cc1	-2%
COC(CCN(C)C)(c1ccccc1)c1ccccc1	-1%
Cc1ccc2[nH]c3c(NCc4ccco4)ncnc3c2c1	-7%
COc1ccc(C2CCCN2C(=O)c2cccs2)cc1 (stereo not given)	-1%
O=C(Oc1cccc2cccnc12)c1cccc(-n2cnnn2)c1	14%
CCN(CC(F)(F)C(F)F)S(=O)(=O)c1ccc(NC(=O)OC)cc1	-1%
OCCN1CCN(C(=S)c2ccc(Cl)c(Cl)c2)CC1	10%
COc1ccc(OC)c(NC(=O)CCN2CCN(Cc3ccccc3)CC2)c1	0%
O=C(O)C(CCCCN1C(=O)c2ccccc2C1=O)N1C(=O)c2ccccc2C1=O (stereo not given)	1%
Cc1cc(NC(=O)c2ccc(Br)c(S(=O)(=O)N3CCCC3)c2)no1	1%
Cc1noc(NS(=O)(=O)c2ccc(N3CC(O)=C(c4ccccc4)C3=N)cc2)c1C	0%
CC(C)C(C(=O)C=[N+]=[N-])N1C(=O)c2ccccc2C1=O (stereo not given)	13%
COc1ccc(C2=NOC(C(=O)Nc3cc(Br)ccc3O)C2)cc1OC (stereo not given)	-3%
O=C(Nc1ccon1)c1csc2ccccc12	-5%
CN1CCN(C(=O)c2ccc(CS(=O)(=O)c3c(Cl)cccc3Cl)o2)CC1	12%
Cn1c(CNC(=O)Nc2ccccc2Cl)nnc1SCc1ccccc1	-5%
CCOC(=O)c1ccc(NCc2nc3ccccc3[nH]2)cc1	-4%
Cc1ccc2nc3c(cc2c1)CC1(C(=O)N(C)C(=O)N(C)C1=O)C1CCCCN31 (stereo not given)	-1%
c1cncc(C2=NCCC2)c1	0%[12.8 µM]
OC[C@@H]1O[C@@H](n2cnc3c(NCCc4ccccc4)ncnc32)[C@@H](O)[C@H]1O	-1%

Next records follow.
SMILES	AmpC inh det
CN1CCN(Cc2nc(N)nc(Nc3ccc4c(c3)OCCO4)n2)CC1	-1%
COc1cc(CN2CCC(C(=O)N3CCCC(C)C3)CC2)cc(Br)c1O (stereo not given)	-4%
COc1ccc(C(=O)NCc2cn3ccccc3n2)cc1	-3%
CCc1nn(CC(=O)N2CCN(Cc3ccc4c(c3)OCO4)CC2)c(=O)c2cc3occc3n12	-4%
CCOC(=O)c1[nH]c(C)c(C(=O)N(CC)CC)c1C	9%
Cc1[nH]n(-c2ccccc2)c(=O)c1/C=N/c1ccccn1	-3%
COc1ccccc1C(=O)NCCn1cc(SCC(=O)Nc2cc(C)on2)c2ccccc21	31%
CCc1nnc(SCc2ccc(CSc3nnc(CC)n3N)cc2)n1N	-5%
CC(C)(C)C(=O)Cn1c(=N)n(Cc2ccccc2)c2ccccc21	-5%
CCOC(=O)CC1=CC(C)(CC(=O)OCC)C(C#N)(C#N)C(N)=C1C#N (stereo not given)	7%
CC[n+]1cc(-c2ccccc2)nc(N2CCOCC2)n1	-10%
CCOC(=O)C1=C(Cn2ccc(C(F)(F)F)n2)NC(=O)NC1c1ccc2c(c1)OCO2 (stereo not given)	-5%
CN(C)c1ccc(-c2cncnc2NCc2ccccc2)cc1	5%
N#Cc1c(-c2ccc(Cl)cc2Cl)nc2n(c1=O)CCS2	0%
COc1cc2c(cc1OC)C(/C(C#N)=N\O)=NC(C)(C)C2	10%
Cc1ccc(NC(=O)CS(=O)CC(=O)Nc2cccc(C)c2C)cc1F (stereo not given)	-2%
c1cc2nnnn2nc1N1CCCCC1	6%
O=S(=O)(c1cccc(-c2nc3ccccc3s2)c1)N1CCCC1	-2%
Brc1ccc(CSc2nnc(Cc3c[nH]c4ccccc34)o2)cc1	-5%
Cc1ccc(-c2noc(CCC(=O)N(C)c3ccccc3C)n2)cc1	-2%
O=C(Nc1nc(-c2ccccn2)cs1)C1CC1	14%
Cc1cc(=O)oc(C)c1C(=O)OCC(=O)c1ccccc1	-2%
N=C(N)SCc1cccc(-c2nc3ccccc3c(=O)o2)c1	-5%[5.75 µM]
CN(C(=O)Cc1ccc(Cl)c(Cl)c1)[C@H](CN1CCCC1)c1cccc(N=C=S)c1	-8%
COC(=O)C1CCN(C(=O)C(C)Oc2ccc(Cl)cc2Cl)CC1 (stereo not given)	-3%
Cc1ccnc(SCC(=O)N2CCN(c3cccc(Cl)c3)CC2)n1	-6%
CCC(Sc1nnc(C)s1)C(=O)Nc1nccs1 (stereo not given)	-5%
Cc1cc(-c2c(C)n([O-])c(C)c(C)[n+]2=O)ccc1F	-2%
COc1ccccc1CC1/C(=N/O)C2CCN1CC2 (stereo not given)	-1%
c1ccc2sc(SN3CCOCC3)nc2c1	-3%
Cc1nn(Cc2ccccc2)c(C)c1NC(=O)CSc1nc2sc3c(c2c(=O)n1C)CCC3	-1%
CCOCCCNC(=O)CN1C(=O)C(CC)Oc2ccccc21 (stereo not given)	8%
CC(=O)N1CCN=C1SCc1ccccc1	2%
Cc1cc(C)cc(N(CC(=O)O)S(=O)(=O)c2cccnc2)c1	13%
Cn1cccc1C(=O)N1CCC2(CCCN(Cc3nccs3)C2)CC1	-1%
CCOC(=O)C1CCCN(C(=O)c2cc(Cl)ccc2Cl)C1 (stereo not given)	-2%
Clc1ccc(-c2nnn(Cc3nc4ccccc4s3)n2)cc1	-1%
CC1CCCC(NC(=O)c2n[nH]c(=O)c3ccccc23)C1C (stereo not given)	6%
CC1(C)CC(=O)C2=C(C1)N(CCN1CCOCC1)C1=C(C(=O)CC(C)(C)C1)C2c1ccc(Cl)cc1	-6%
COc1ccc(C)cc1NC(=O)Cn1cnc2sc(C)c(S(=O)(=O)N3CCOCC3)c2c1=O	-5%
CCN(C(=O)COC(=O)c1cnc(C)cn1)C1CCCCC1	10%
COC(=O)[C@H](CCSC)NC(=O)Nc1ccc(C)cc1	0%
COc1ccccc1N1CCN(CCCCNC(=O)c2ccc3ccccc3c2)CC1	-4%[12.8 µM]
CCN(CC)S(=O)(=O)c1cc(C(=O)Nc2ccccn2)ccc1C	-6%
O=C(Cc1cc(=O)[nH]c(=O)[nH]1)NCCN1CCOCC1	12%
CCCOC1(NC(=O)c2ccccc2)C(C)=CC(=O)C=C1C	-4%
O=C(c1cc2ccccc2oc1=O)N(Cc1cccs1)C1CCS(=O)(=O)C1 (stereo not given)	-3%
Cc1ccc2c(c1)[nH]c1c(=O)n(Cc3ccccn3)cnc12	-6%
CC1CN(C(c2cccs2)c2sc3ncnn3c2O)CC(C)O1 (stereo not given)	7%
Cc1ccc(C)c(N2CCN(C(=O)Cn3cccc3)CC2)c1	-3%

The last 4 entries of the part above lead into the next.
canonical_smiles | AmpC inh det
O=C(c1cc2ccccc2oc1=O)N(Cc1cccs1)C1CCS(=O)(=O)C1 (stereo not given) | -3%
Cc1ccc2c(c1)[nH]c1c(=O)n(Cc3ccccn3)cnc12 | -6%
CC1CN(C(c2cccs2)c2sc3ncnn3c2O)CC(C)O1 (stereo not given) | 7%
Cc1ccc(C)c(N2CCN(C(=O)Cn3cccc3)CC2)c1 | -3%
CCOc1cc2[nH]c(=S)n(CCCCC(=O)NCc3ccco3)c(=O)c2cc1OCC | 8%
O=C(c1cc(-c2ccco2)on1)N1CCCc2ccccc21 | -2%
O=C(Nc1ccccc1N1CCN(c2ccccc2)CC1)C1CCCCC1 | 11%
O=C(Nc1cc(C(=O)N2CCCC2)ccc1N1CCCC1)c1ccccc1 | -5%
CCC(C)Nc1nc2c(c(=O)n(C)c(=O)n2C)n1Cc1ccc(F)cc1 (stereo not given) | 12%
CCCN1CCC(N(C)CCc2ccc(OC)c(OC)c2)CC1 | 6%
C[C@@H]1O[C@H](O[C@@H]2\C=C/C=C\C=C/C=C\C[C@H](C)OC(=O)/C=C\[C@H]3O[C@@H]3C[C@H](O)C[C@]3(O)C[C@@H](O)[C@@H](C(=O)O)[C@H](C2)O3)[C@@H](O)[C@H](N)[C@@H]1O (stereo in doubt) | 1%[12.8 µM]
Cc1nnc(SCC(=O)Nc2ccc3c(c2)COC3=O)n1-c1ccccc1 | 8%
COc1cc(C(=O)Nc2ccc(S(=O)(=O)N3CCCCC3C)cc2)cc(OC)c1OC (stereo not given) | 9%
CCNc1nc(C)nc2c1oc1ccccc12 | -2%
Cc1ccccc1NC1=NCCCS1 | 2%
O=C(Oc1c(Cl)cc(Cl)c2cccnc12)N1CCOCC1 | 6%

Molecules above containing two or more sulfur atoms:
canonical_smiles | AmpC inh det
O=S(=O)(c1cccs1)N1CCN(C/C=C/c2ccccc2)CC1 | 11%
CC1Cc2ccccc2N1C(=O)CSc1nnc(CSc2ncccn2)n1C (stereo not given) | -1%
CCOC(=O)c1csc(NC(=O)CSc2nnc(C3CC3)n2C)n1 | 2%
CCc1nnc(SCc2ccc(CSc3nnc(CC)n3N)cc2)n1N | -5%
O=S(=O)(c1cccc(-c2nc3ccccc3s2)c1)N1CCCC1 | -2%
CCC(Sc1nnc(C)s1)C(=O)Nc1nccs1 (stereo not given) | -5%
c1ccc2sc(SN3CCOCC3)nc2c1 | -3%
Cc1nn(Cc2ccccc2)c(C)c1NC(=O)CSc1nc2sc3c(c2c(=O)n1C)CCC3 | -1%
COc1ccc(C)cc1NC(=O)Cn1cnc2sc(C)c(S(=O)(=O)N3CCOCC3)c2c1=O | -5%
O=C(c1cc2ccccc2oc1=O)N(Cc1cccs1)C1CCS(=O)(=O)C1 (stereo not given) | -3%
CC1CN(C(c2cccs2)c2sc3ncnn3c2O)CC(C)O1 (stereo not given) | 7%

Later entries:
canonical_smiles | AmpC inh det
O=S(=O)(O)c1ccccc1 | 8%
Cc1cc(NC(=O)C2=C(O)c3ccccc3S(=O)(=O)N2C)no1 | -1%[12.8 µM]
CN1CCN(S(=O)(=O)c2ccc(SCCOc3ccccc3)nc2)CC1 | 0%
COCCNC(=O)CSc1nc2ccc(N3CCOCC3)cc2c(=O)n1CCc1ccccc1 | 2%
CCOC(=O)c1cn(CC)c2ccc(S(=O)(=O)N3CCC(C)CC3)cc2c1=O | 13%
Cc1c(NC(=O)C2CCCN2C(=O)c2cccs2)c(=O)n(-c2ccccc2)n1C (stereo not given) | 9%
c1ccc(CCNC2=NCCCS2)cc1 | 13%
CC(=O)CCc1c(C)[nH]c2ccccc2c1=O | 13%
C=CCn1c(SCn2nnc3ccccc3c2=O)nc2scc(-c3cccs3)c2c1=O | -3%
CC(C)(C)OC(=O)N1CCC[C@H]1c1nnc(SCc2ccccc2F)o1 | -5%
O=c1c2ccccc2cnn1-c1nc2ccccc2s1 | 12%
CC1=CC(C)(C)N2C(=O)C3(C(C#N)=C(N)Oc4cc(C)oc(=O)c43)c3cccc1c32 (stereo not given) | -4%
COc1ccc(N2CCN(Cc3nc4c(c(=O)[nH]c(=O)n4C)n3CCCc3ccccc3)CC2)cc1 | 0%
CCS(=O)(=O)N1CCC(C(=O)NCCCN2CCCC2)CC1 | -1%
O=C(Oc1ccccc1)N1CCC2(CC1)CN(c1ccccn1)C2 | -1%
O=C(O)c1ccccc1C(=O)OCCCCOC(=O)c1ccccc1C(=O)O | -1%
COc1ccc(CN2C(=O)c3ccccc3C2C(=O)NC2CCCC2)c(OC)c1 (stereo not given) | -1%
Cc1cccc(N2CCN(C(=O)c3cc4c(C)nc5ccccc5c4o3)CC2)c1C | 4%

From PubChem
